Screening data from PubChem.
Coupling enz = counter-screen for Giardia aldolase inhibitors: coupling enzyme system; coupling enzyme system counterscreen, AmpLite Red fluorescence; activity change, negative = inhibition, % at 58.2 µM, hits read low; 290,000 compounds, 0.67% hits; in the data active means activity change below about -30%; further: on the % scale 0 is the no-effect control and ±100 the full control effect
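Final compound at 57.5 uM, incubated 10 min at RT with coupling enzyme reagent (glyceraldehyde-3-phosphate), then 20 min with substrate and AmpLite Red detection. Fluorescence read at 525/598 nm; tests interference with the coupling assay, not aldolase inhibition.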
NPC1 promoter act = NPC1 promoter activation. 320,000 compounds, 2.4% hits. Potency, µM (titrated, usually from 9.22 µM), without a hit: at the top dose activation, actives largely listed as activators. Huh7 NPC1 promoter luciferase reporter, 24 h;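 further: potency means the concentration at half of the fitted maximal effect; % of control where 0% means no effect; nearly all actives have a fitted effect of over 60% in size; reporter is driven by a mutant NPC1 promoter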
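Stably transfected Huh7 (NPC1 promoter→luciferase), 1500 cells/well in Opti-MEM + 10% FBS, 2 h settle, then compound 24 h at 37 °C. Luminescence after 10 min with Amplite reagent.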
Giardia killer = kills Giardia lamblia; Giardia lamblia trophozoite viability; activity change, % at 7.66 µM, hits read low; 340,000 compounds, 0.15% hits; AID 540267; in the data active means activity change below about -80%; inconclusive means between about -30% and that limit;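 further: parasites exposed to compound for two days anaerobically before the ATP read; on the % scale 0 is the no-effect control and ±100 the full control effect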
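ATP-content bioluminescence gauges trophozoite survival. Cells (100/well) receive compound and incubate anaerobically for 48 hrs at 37 deg C; detection reagent follows for 15-30 min at room temperature.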
uPA surface inh = inhibitors of cell surface uPA generation; cell surface uPA generation assay, qHTS; Potency, µM (series often up to 38.3 µM), for the others: at the highest dose activity change, negative = inhibition, usual class: inhibitors; 330,000 compounds, 0.31% hits; AID 540303; active means well fitted inhibition curve with a large enough effect; inconclusive means small, poorly fitted or top-dose-only effect; inactive means no such curve, though single readings can be large or run the other way; tested in mouse RAW 264.7 cells; further: potency means the concentration at half of the fitted maximal effect; on the % scale 0 is the no-effect control and ±100 the full control effect; nearly all actives have a fitted effect of over 55% in size
RORg inh = blocks mouse ROR gamma transcriptional activity | P51450 | Drosophila S2 Gal4-RORgamma UAS-luciferase reporter, 20 h | Potency, µM (doses to about 53.6 µM), for inactives: at the highest dose activity change, negative = inhibition, usual class: inhibitors | 310,000 compounds, 5.4% hits | AID 2551; further: potency means the concentration at half of the fitted maximal effect; on the % scale 0 is the no-effect control and ±100 the full control effect; nearly all actives have a fitted effect of over 60% in size
Target sequence (P51450 whole entry, looked up, the tested form may be a part): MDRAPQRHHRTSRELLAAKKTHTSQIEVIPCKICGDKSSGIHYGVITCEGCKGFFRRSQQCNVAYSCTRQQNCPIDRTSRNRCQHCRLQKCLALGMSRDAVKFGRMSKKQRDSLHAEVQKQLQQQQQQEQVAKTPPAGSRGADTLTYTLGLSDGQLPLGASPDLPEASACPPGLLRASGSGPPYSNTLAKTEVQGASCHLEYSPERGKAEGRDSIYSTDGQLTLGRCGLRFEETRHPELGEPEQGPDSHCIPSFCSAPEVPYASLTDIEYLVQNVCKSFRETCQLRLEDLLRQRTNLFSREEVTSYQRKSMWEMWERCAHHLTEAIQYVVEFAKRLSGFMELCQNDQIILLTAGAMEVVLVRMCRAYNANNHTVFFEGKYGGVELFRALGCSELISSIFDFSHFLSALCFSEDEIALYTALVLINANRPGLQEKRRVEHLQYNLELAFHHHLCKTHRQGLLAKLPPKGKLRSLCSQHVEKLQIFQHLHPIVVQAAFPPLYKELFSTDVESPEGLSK
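Drosophila Schneider cells stably carrying a metallothionein-driven Gal4 DBD–ROR gamma fusion and a UAS-Photinus luciferase reporter were exposed to compound for 1 hr, then induced with copper sulfate (700 uM final) for 20 hr at ambient temperature before luminescence reading.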
FLuc counter = firefly luciferase modulation, counter-screen for miR-21 project; AID 588342; 360,000 compounds, 6.9% hits; Potency, µM (top dose mostly 57.5 µM), without a hit: at the highest dose activity change, negative = inhibition, actives largely listed as inhibitors; P08659; purified FLuc, Km substrates, luminescence inhibition;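 further: potency means the concentration at half of the fitted maximal effect; plate controls were vehicle for no effect and reference inhibitor for full effect; nearly all actives have a fitted effect of over 55% in size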
Target sequence (P08659 whole entry, looked up): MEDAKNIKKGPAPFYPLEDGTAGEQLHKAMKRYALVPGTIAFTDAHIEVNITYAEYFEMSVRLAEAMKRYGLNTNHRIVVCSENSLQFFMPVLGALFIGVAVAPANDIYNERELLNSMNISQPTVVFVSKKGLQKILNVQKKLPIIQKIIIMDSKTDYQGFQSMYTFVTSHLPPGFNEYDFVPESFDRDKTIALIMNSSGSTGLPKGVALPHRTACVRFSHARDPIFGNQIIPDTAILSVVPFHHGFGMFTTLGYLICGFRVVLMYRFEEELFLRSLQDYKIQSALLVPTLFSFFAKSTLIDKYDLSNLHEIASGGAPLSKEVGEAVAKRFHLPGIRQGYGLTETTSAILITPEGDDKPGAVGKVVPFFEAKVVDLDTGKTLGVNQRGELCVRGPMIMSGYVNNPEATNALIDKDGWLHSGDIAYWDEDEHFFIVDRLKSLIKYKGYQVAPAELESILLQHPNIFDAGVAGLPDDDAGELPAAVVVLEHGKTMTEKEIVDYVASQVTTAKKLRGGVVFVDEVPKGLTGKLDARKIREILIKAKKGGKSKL
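Purified P. pyralis luciferase, 10 nM final, with Km-level 10 uM D-luciferin and 10 uM ATP in 50 mM Tris acetate pH 7.5, 10 mM Mg acetate, 0.01% Tween-20, 0.05% BSA; 6-point qHTS titration about 60 µM downward; luminescence read.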
ELG1 genotoxic = inducers of genotoxicity in HEK293T ELG1-luciferase cells | HEK293T ELG1-luciferase reporter, luminescence, 16 h | Potency, µM (top dose mostly 46 µM), without a hit: top-dose activity change, positive = activation, most hits filed as activators | 330,000 compounds, 1.3% hits | AID 504466; further: potency means the concentration at half of the fitted maximal effect; % of control where 0% means no effect; nearly all actives have a fitted effect of over 60% in size
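Step 1: seed 2,000 HEK293T ELG1-luciferase cells per well. Step 2: add compound or DMSO, incubate 16 hr at 37 °C. Step 3: ONE-Glo, 30 min at room temperature, read luminescence.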
KCNH2 3.1 block = KCNH2 3.1 (human) potassium channel inhibition; U2OS KCNH2 3.1, thallium flux FluxOr; active compounds read low; activity change, % (tested at about 1.8 µM); AID 720553; 340,000 compounds, 0.95% hits;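 active means maximum activity change below -70%; inconclusive means maximum activity change from -70% to -50%; inactive means maximum activity change above -50%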;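 further: thallium influx rate constant from kinetic fluorescence after stimulation buffer; on the % scale 0 is the no-effect control and ±100 the full control effect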
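Virally transduced U2OS (3.1 isoform, 4 h infection in dark at RT) → overnight 37 C → FluxOr + Red40 in HBSS/HEPES, 45 min → stimulation buffer, 2 min kinetic read → rate constant vs DMSO controls.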
VP16 counter = counter-screen for ROR gamma inhibitors: Gal4-VP16 reporter; Drosophila S2 Gal4-VP16 UAS-luciferase, luminescence, 20 h; Potency, µM (doses to about 53.6 µM), for inactives: top-dose activity, negative = inhibition, actives largely listed as inhibitors; 310,000 compounds, 3.5% hits; AID 2546;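 further: Gal4-VP16 expression switched on by copper sulfate through the metallothionein promoter; potency means the concentration at half of the fitted maximal effect; on the % scale 0 is the no-effect control and ±100 the full control effect; nearly all actives have a fitted effect of over 50% in size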
Rab9 promoter act = activates the Rab9 promoter | Huh7 Rab9 promoter-luciferase reporter, luminescence, 24 h | Potency, µM (highest dose often 9.22 µM), for inactives: at the highest dose activation, negative = inhibition, usual class: activators | 320,000 compounds, 2.8% hits | AID 485297; further: potency means the concentration at half of the fitted maximal effect; % of control where 0% means no effect; nearly all actives have a fitted effect of over 60% in size
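Measured in stably transfected Huh7 cells bearing a Rab9 promoter–luciferase construct: 24 h compound treatment at 37 °C, followed by luminescence detection.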
Tb PFK inh = inhibitors of T. brucei phosphofructokinase; AID 485367; 330,000 compounds, 0.17% hits; Potency, µM (series often up to 57.5 µM), for inactives: at the highest dose activity, negative = inhibition, hits mostly inhibitors; T. brucei PFK, ADP-Glo luminescence;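 further: potency means the concentration at half of the fitted maximal effect; 0% = uninhibited 1x PFK enzyme wells and -100% = no-enzyme wells; nearly all actives have a fitted effect of over 60% in size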
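In TEA buffer at pH 8.0 with 5 mM MgCl2, enzyme (1.25 nM) converted F6P (0.5 mM) and ATP (0.1 mM) for 45 min at room temperature. ADP product was read by luciferase luminescence.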
Numbers without * were called inactive; ? = inconclusive; · = no result given; [ ] = dose if it differs, or a comment. Unless noted, the call rests on the fitted dose curve; in most records, active means well fitted curve in the direction sought with a large enough effect; inconclusive means small, poorly fitted or top-dose-only effect, or another doubt; inactive means no such curve, though single readings can be large; an effect the other way counts as inactive or inconclusive.

SMILES	Coupling enz	NPC1 promoter act	Giardia killer	uPA surface inh	RORg inh	FLuc counter	ELG1 genotoxic	KCNH2 3.1 block	VP16 counter	Rab9 promoter act	Tb PFK inh
COc1ccccc1N1CCN(C(=O)c2ccc(N(C)S(=O)(=O)c3ccccc3)cc2)CC1	0	0%	-6	-2%	16%	1%	-17%	16	21%	-4%	25%
O=C(Cc1ccc(Cl)cc1)Nc1ccccc1C(=O)Nc1ccc(C(=O)O)cc1	6	-6%	21	7%	7%	-20%	11%	5	-3%	0%	1%
Cc1ccc(C2(c3ccccc3)NC(=O)N(CC(=O)NC3(C#N)CCCC3)C2=O)cc1C (stereo unspecified)	·	0%	-25	9%	·	·	0%	-16	·	1%	-1%
CCC(C)(C)n1nnnc1C(c1ccccn1)N1CCN(c2cccc(OC)c2)CC1 (stereo unspecified)	2	-2%	31[activator]	8%	-12%	1%	-2%	1	6%	-2%	0%
Cc1ccc(OCC(=O)NN=C2C3CC4CC(C3)CC2C4)cc1	·	-1%	15	6%	·	-2%	1%	-3	·	3%	-9%
Cc1ccccc1-c1nc(P(=O)(c2ccccc2)c2ccccc2)c(N2CCOCC2)o1	0	-1%	32[activator]	9%	6%	0%	0%	21	5%	-6%	-5%
O=S(=O)(NCc1ccc(F)cc1)c1ccc2c(c1)OCCO2	-1	-1%	-2	-1%	2%	-2%	-2%	10	13%	1%	-6%
CN(C)c1nnnn1Cc1ccccc1	0	8%	-8	4%	-8%	-1%	-2%	7	-4%	3%	-3%
Cc1ccc(S(=O)(=O)NC2CCCCC2)cc1C(=O)N1CCC(C(N)=O)CC1	·	-11%	8	10%	·	3%	2%	-5	·	-1%	8%
COC(=O)c1ccccc1NC(=O)C1CCN(S(=O)(=O)c2cc(OC)ccc2OC)CC1	0	-4%	-15	4%	18%	6%	-20%	-10	-3%	0%	-2%
Cc1ccc(-c2csc(Nc3ccc(S(N)(=O)=O)cc3)n2)o1	-1	-2%	-11	2%	31%	?	-5%	-16	?	6%	11µM*
FC(F)(F)c1cccc(Cn2nnnc2-c2cccc(C(F)(F)F)c2)c1	-2	-2%	-6	·	1%	-2%	-6%	-26	-3%	3%	-3%
COc1cccc2sc(Nc3nc(C)c(C(C)=O)s3)nc12	-2	?	?	-8%	?	6.7µM*	-12%	3	?	?	0%
O=C(CCNS(=O)(=O)c1cccs1)N1CCN(c2ccc(F)cc2)CC1	-4	1%	13	-2%	2%	1%	0%	14	-10%	0%	-8%
CC1(C)CC(=O)C2=C(C1)NC(Nc1nc3ccccc3o1)=NC21CCCCC1	-1	-12%	-2	·	-7%	3%	-4%	-2	-2%	-3%	-3%
CCCCCCCCS(=O)CCC(=O)O (stereo unspecified)	7	-2%	5	11%	8%	1%	2%	-5	5%	2%	1%
Cc1cccc(N2CCN(c3ccc(N4C(=O)CCCC4=O)cc3[N+](=O)[O-])CC2C)c1 (stereo unspecified)	1	-2%	-6	-2%	?	1%	-6%	4	?	-13%	-3%
Cc1cc2nc(C)c(=O)n(C)c2cc1C	-1	-2%	-20	-2%	-14%	1%	3%	3	7%	-3%	-3%
CCN1CCc2c(OCC(=O)N3CCc4ccccc43)cccc2C1=O	0	0%	·	·	5%	-4%	-6%	·	6%	-3%	7%
Cc1ccc(C2(c3ccccc3)NC(=O)N(CC(=O)NC3CCCCC3)C2=O)cc1C (stereo unspecified)	·	-1%	-2	?	·	-2%	-3%	-21	·	-1%	3%
CCOC(=O)CSCC(NC(=O)OC(C)(C)C)C(=O)OCC (stereo unspecified)	1	5%	18	7%	7.1µM*	-3%	-1%	2	?	-2%	-1%
COc1ccccc1CNC(=O)COC(=O)Cc1cccc(F)c1	·	9%	37[activator]	11%	·	-1%	4%	27	·	-1%	-12%
CN(C(=O)c1cccc(NC(=O)C2CCCN(C(=O)OC(C)(C)C)C2)c1)C1CCCC1 (stereo unspecified)	·	·	26	2%	·	·	-2%	-12	·	·	2%
Cc1nn(-c2ccc(Cl)cc2)c(N)c1C(O)(CSc1nccn1C)C(F)(F)F (stereo unspecified)	1	2%	7	7%	-8%	12%	-4%	-5	2%	-4%	-5%
CC(=O)c1c(C)[nH]c(C(=O)Nc2ccc(C)cc2Br)c1C	0	3.5µM*	-9	-3%	6%	?	?	-7	?	0.89µM*	0%

Look-ups from above.
Entry of COc1cccc2sc(Nc3nc(C)c(C(C)=O)s3)nc12 under KCNH2 3.1 block: 3
Entry of Cc1ccc(-c2csc(Nc3ccc(S(N)(=O)=O)cc3)n2)o1 under Coupling enz: -1
Entry of CC(=O)c1c(C)[nH]c(C(=O)Nc2ccc(C)cc2Br)c1C under Tb PFK inh: 0%
Entry of Cc1cccc(N2CCN(c3ccc(N4C(=O)CCCC4=O)cc3[N+](=O)[O-])CC2C)c1 (stereo unspecified) under KCNH2 3.1 block: 4

Back to the main list; the four compounds before the break are reprinted first.
SMILES	Coupling enz	NPC1 promoter act	Giardia killer	uPA surface inh	RORg inh	FLuc counter	ELG1 genotoxic	KCNH2 3.1 block	VP16 counter	Rab9 promoter act	Tb PFK inh
COc1ccccc1CNC(=O)COC(=O)Cc1cccc(F)c1	·	9%	37[activator]	11%	·	-1%	4%	27	·	-1%	-12%
CN(C(=O)c1cccc(NC(=O)C2CCCN(C(=O)OC(C)(C)C)C2)c1)C1CCCC1 (stereo unspecified)	·	·	26	2%	·	·	-2%	-12	·	·	2%
Cc1nn(-c2ccc(Cl)cc2)c(N)c1C(O)(CSc1nccn1C)C(F)(F)F (stereo unspecified)	1	2%	7	7%	-8%	12%	-4%	-5	2%	-4%	-5%
CC(=O)c1c(C)[nH]c(C(=O)Nc2ccc(C)cc2Br)c1C	0	3.5µM*	-9	-3%	6%	?	?	-7	?	0.89µM*	0%
CCCOc1ccc(CSc2n[nH]c(C)n2)cc1	1	2.8µM*	3	-9%	20%	19µM*	?	11	-21%	2.8µM*	-4%
COc1ccc(NC(=O)CSc2nc3c(c(=O)n(C)c(=O)n3C)n2C)c(OC)c1	-1	-4%	-13	18%	1%	0%	-1%	4	5%	4%	-4%
NC(=O)Cc1nc(-c2ccc(F)cc2)cs1	1	4%	-1	-14%	-31%	-2%	7%	-33	2%	13%	-12%
O=C(CN1CCN(C(=O)c2ccco2)CC1)N1CCc2[nH]c3ccccc3c2C1	-23	0%	-6	4%	2%	2%	-1%	3	5%	-1%	2%
O=C(CCc1c[nH]c2ccccc12)N1CCN(c2ccc(F)cc2)CC1	0	5%	12	·	30%	1%	0%	-3	3%	-4%	-1%
Cc1ccnc(NC(=O)Nc2ccc3c(c2)N(C)C(=O)CS3)c1	-1	3.5µM*	14	17%	-1%	3µM*	?	-2	-16%	2.8µM*	-1%
O=C(COC(=O)Cc1ccsc1)Nc1ccc(F)cc1Cl	·	1%	3	-28%	·	1%	-1%	0	·	-1%	1%
CCOc1ccc(C2C(C#N)=C(N)Oc3cc(C)[nH]c(=O)c32)cc1OC (stereo unspecified)	3	-6%	1	1%	2%	-1%	4%	15	-7%	-2%	1%
COC(=O)c1ccc(C2C(Oc3ccccc3)C(=O)N2CCc2ccc(F)cc2)cc1 (stereo unspecified)	1	0%	3	·	?	-8%	5%	-9	?	-1%	-3%
CC1(C)CC(=O)C2=C(C1)OC(N)=C(C#N)C2c1cccs1 (stereo unspecified)	0	-2%	-15	-2%	6%	-3%	1%	4	2%	-5%	13%
O=C1NC(=O)/C(=C/C(=O)N2CCOCC2)S1	4	-9%	18	-19%	-9%	-2%	0%	-22	-4%	-6%	-4%
CC1=C(C(=O)OCC(C)C)C(c2ccccc2Cl)NC(=O)N1C (stereo unspecified)	2	0%	-3	-15%	-21%	0%	-1%	-12	0%	-4%	1%
Cc1ccc(C2CC(=O)NC(SCC(N)=O)=C2C#N)s1 (stereo unspecified)	0	0%	-4	5%	-3%	-3%	22%	12	-7%[10 µM]	-6%	4%
Cc1cc(-c2ccccc2)nc2oc(C(=O)NN)c(N)c12	1	2%	14	2%	-27%	-14%	-1%	0	15%	-3%	4%
CCOC(=O)C1CCCN(C(=O)c2[nH]c3ccc(OC)cc3c2C)C1 (stereo unspecified)	1	-1%	-4	5%	2%	2%	-1%	-3	-8%	0%	-9%
CC1CCCCC1NC(=O)COc1ncnc2sccc12 (stereo unspecified)	·	-1%	-2	7%	·	-1%	-2%	-8	·	1%	-2%
O=C(COc1ccc2ccccc2c1)NNC(=O)Nc1ccccc1F	·	-1%	-29	3%	-3%	0%	-3%	·	0%	3%	-13%

Random draw from the library. Share with any hit: about 14%.
